Screening results deposited in PubChem by several laboratories.
STEP block: STEP phosphatase inhibitors, primary screen, biochemical, fluorescence intensity, uHTS. Tyrosine-protein phosphatase non-receptor type 5 (Homo sapiens), P54829. recombinant STEP, OMFP fluorogenic substrate. inhibition, % at 20 µM. 360,000 tested, 0.25% active;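 active = inhibition at 20 µM, scaled per plate between control wells, above about 37%, limit read from the data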;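 also: 0% = DMSO with enzyme and substrate and 100% = substrate only without enzyme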
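material = STEP tyrosine phosphatase | reagent = fluorogenic phosphatase substrate OMFP at 25 µM final | doses = single compound dose of 20 µM, 1% DMSO final | schedule = 20 min reaction, room temperature, in the dark | measured by = fluorescence, 480/540 nm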
LMPTP inh: LMPTP phosphatase inhibitors, primary screen, biochemical, fluorescence intensity, uHTS. Low molecular weight phosphotyrosine protein phosphatase (Homo sapiens), P24666. recombinant LMPTP-A, OMFP fluorogenic substrate. inhibition, % at 20 µM. 360,000 tested, 0.22% active;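 active = compounds that cut the enzyme signal by at least half of the control window in the single-dose screen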;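 also: plate controls were DMSO wells with enzyme plus substrate for no effect and substrate without enzyme for full effect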
Target sequence (P24666 whole entry, looked up): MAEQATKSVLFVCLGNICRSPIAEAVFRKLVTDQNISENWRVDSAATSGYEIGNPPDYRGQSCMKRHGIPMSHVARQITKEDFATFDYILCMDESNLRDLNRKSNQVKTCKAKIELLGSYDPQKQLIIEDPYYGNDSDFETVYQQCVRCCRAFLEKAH
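Material: LMPTP-A; amount: 0.625 nM enzyme; doses: single 20 µM dose; times: reaction 50 min, room temperature, dark; technique: fluorescence intensity of OMFP turnover product; benchmarks: no-enzyme and uninhibited controls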
Scp-1 inhibitor: Scp-1 phosphatase inhibitors, primary screen, biochemical, colorimetric, uHTS; 340,000 tested, 0.88% active; inhibition, % at 20 µM; Carboxy-terminal domain RNA polymerase II polypeptide A small phosphatase 1 (Homo …; AID 493091, 2011; Recombinant Scp1, phosphopeptide, malachite green phosphate absorbance;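 active = inhibition above about 50% at 20 µM, limit read from the data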;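 also: plate controls were DMSO wells with enzyme for no effect and wells lacking enzyme for full effect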
Target sequence (Q9GZU7 76-261 limits assumed): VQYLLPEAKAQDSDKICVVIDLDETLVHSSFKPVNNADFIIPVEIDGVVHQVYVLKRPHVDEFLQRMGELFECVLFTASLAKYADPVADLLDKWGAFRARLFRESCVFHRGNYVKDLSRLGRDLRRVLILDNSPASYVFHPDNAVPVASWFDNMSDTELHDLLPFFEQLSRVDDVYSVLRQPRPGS
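Material: truncated SCP-1 phosphatase (76-261aa) / Buffer or medium: 50 mM Tris acetate pH 5.5, 0.005% Tween-20, 10 mM MgCl2 / Compound dosing: one concentration, 20 µM, with 1.0% DMSO / Incubation: 45 min room-temperature reaction, 5 min colour, 30 min stabiliser / Detection: colorimetric free-phosphate detection, absorbance 630 nm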
Rpn11 inh: Rpn11 (PSMD14) deubiquitinase inhibitors, primary screen, biochemical, fluorescence polarization, uHTS; 26S proteasome non-ATPase regulatory subunit 14 (Homo sapiens), O00487; human 26S proteasome, Ub4-pepOG fluorescence polarization; 20S core pre-blocked with epoxomicin; calls only at 20 µM; 360,000 tested, 0.59% active; AID 588493, 2011;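 active = inhibition at 20 µM, scaled to each plate's controls, above about 33%, limit read from the data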
DNMT1 inh: human DNMT1 methyltransferase inhibitors, primary screen, biochemical, molecular beacon, fluorescence, HinP1I cleavage, uHTS; DNA (cytosine-5)-methyltransferase 1 (Homo sapiens), P26358; 360,000 tested, 0.83% active; inhibition (reported as % activation of signal), % at 10 µM; in the data active = inhibition above about 50%
NadD inh: inhibitors of S. aureus NadD, primary screen, biochemical, colorimetric, uHTS. Nicotinate-nucleotide adenylyltransferase NadD (Staphylococcus aureus N315). purified NadD enzyme, colorimetric absorbance read-out. inhibition, % at 20 µM. 360,000 tested, 0.78% active. AID 602399, 2012; in the data active = inhibition above about 26%; also: some compounds past the cut are filed as inactive
CSN inh: inhibitors of CSN-mediated cullin deneddylation, primary screen, biochemical, fluorescence polarization, uHTS | 360,000 tested, 0.38% active | Purified CSN, SCF-Nedd8-OG deneddylation | COP9 signalosome complex subunit 5 (Homo sapiens), Q92905 | inhibition, % at 12.5 µM | AID 651999, 2013;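 active = pattern-corrected inhibition above about 35%, with an unprinted fluorescence ratio check between 0.5 and 1.5, limit read from the data, passing the limit was not always enough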;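 also: 0% = enzyme with substrate and 100% = substrate without enzyme; some results filed as inactive read as strong as hits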
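assay system = purified human Csn5 enzyme expressed in HEK293T cells | amount = 0.24 nM enzyme | buffer or medium = Tris/NaCl/DTT buffer, pH 7.5 | reagent = 10 nM SCFSkp2-Nedd8OG | compound = one concentration, 12.5 µM, 0.25% DMSO | times = 90 min reaction at room temperature | signal = FP | read-out basis = % inhibition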
SUMO1 PPI mod: modulators of SUMO1 protein-protein interactions, primary screen, biochemical, uHTS; Small ubiquitin-related modifier 1 (Homo sapiens), P63165; SUMO1 binding to a labelled peptide, TR-FRET, 1 h; inhibition, % at 20 µM; 360,000 tested, 0.33% active; in the data active = inhibition above about 37%
Target sequence (P63165 whole entry, looked up): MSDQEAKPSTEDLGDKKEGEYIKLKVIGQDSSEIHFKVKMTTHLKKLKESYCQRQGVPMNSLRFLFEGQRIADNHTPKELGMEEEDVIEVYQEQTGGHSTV
Tb MetRS inh: T. brucei MetRS inhibitors, primary screen, biochemical, luminescence; methionyl-tRNA synthetase (Trypanosoma brucei brucei); purified T. brucei MetRS, ATP depletion, Kinase-Glo luminescence; inhibition, % at 11.9 µM; 360,000 tested, 0.4% active;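 active = inhibition above a per-plate cutoff of the control wells' mean inhibition plus 3 SD, cut at about 5.5% in these data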;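 also: 0% = DMSO wells median and 100% = median of wells with control inhibitor compound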
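Assay system: T. brucei methionyl-tRNA synthetase, purified | Medium: HEPES buffer with MgCl2, KCl, DTT, spermine, BSA, pyrophosphatase | Compound: 11.9 µM single point | Incubation: 15 min enzyme-compound preincubation, 2 h reaction, 10 min detection, 25 °C | Measured by: Kinase-Glo luciferase luminescence reporting remaining unconsumed ATP | Measure: % inhibition normalized to control-well medians | Replication: Singlicate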
MLLE-PAM2 inh: inhibitors of PABP1 MLLE–PAM2 peptide binding, primary screen, biochemical, fluorescence polarization, FITC-PAM2, GST-MLLE. inhibition, % at 20 µM. Polyadenylate-binding protein 1 (Homo sapiens), P11940. AID 588489, 2011. 360,000 tested, 0.36% active; in the data active = inhibition above about 35%, passing the limit was not always enough;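 also: plate controls were DMSO wells with GST-MLLE for no effect and wells lacking GST-MLLE protein for full effect; some results filed as inactive read as strong as hits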
Target sequence (P11940 whole entry, looked up): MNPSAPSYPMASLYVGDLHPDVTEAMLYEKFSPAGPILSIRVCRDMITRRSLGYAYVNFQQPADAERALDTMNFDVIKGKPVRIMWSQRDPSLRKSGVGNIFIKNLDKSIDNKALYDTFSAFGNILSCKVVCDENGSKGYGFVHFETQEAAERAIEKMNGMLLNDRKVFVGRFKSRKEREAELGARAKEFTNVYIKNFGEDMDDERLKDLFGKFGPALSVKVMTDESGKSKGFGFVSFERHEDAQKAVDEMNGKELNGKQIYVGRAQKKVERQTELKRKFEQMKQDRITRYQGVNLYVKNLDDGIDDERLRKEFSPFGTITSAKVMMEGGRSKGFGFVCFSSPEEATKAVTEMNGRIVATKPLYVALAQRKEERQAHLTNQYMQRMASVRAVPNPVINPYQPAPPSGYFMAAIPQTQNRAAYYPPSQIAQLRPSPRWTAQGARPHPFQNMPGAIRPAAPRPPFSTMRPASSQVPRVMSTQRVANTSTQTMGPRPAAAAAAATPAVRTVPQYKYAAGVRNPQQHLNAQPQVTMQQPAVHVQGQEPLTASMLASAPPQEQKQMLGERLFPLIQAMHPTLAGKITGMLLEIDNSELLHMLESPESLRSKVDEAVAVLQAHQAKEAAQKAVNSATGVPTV
* = called active by the depositor; i = inactive; · = not tested or not shown; + = active, no number.

Order of results – Rpn11 inh, STEP block, SUMO1 PPI mod, Tb MetRS inh, LMPTP inh, DNMT1 inh, Scp-1 inhibitor, CSN inh, MLLE-PAM2 inh, NadD inh
- Cc1ccc(S(=O)(=O)N2CCN(C(=O)COC(=O)c3c(C)cc(C)cc3C)CC2)c(C)c1
  i, 8, 5, -0.3, 4.7, -4, -9, -3, 14, -5
- COc1ccc(N2CCN(S(=O)(=O)c3ccc(C(=O)NCc4ccco4)cc3)CC2)cc1
  i, -4, 2, -0.3, -1.3, 4, -8, 4, 5, 7
- CCc1nnc(NC(=O)c2cccc(OC)c2)s1
  i, -4, 3, -1.1, 0.5, 0, 3, -3, -3, -1
- O=C(N/N=C/c1cc(Br)c(O)c([N+](=O)[O-])c1)C(O)(c1ccccc1)c1ccccc1
  i, 2, -24, 0.0, -0.1, 4, 17, -2, -2, 5
- Cn1c(CNC(=O)c2ccco2)nnc1SCC(=O)Nc1ccc(Br)cc1F
  i, -2, -2, -0.3, -1.7, 2, -6, 2, -9, -2
- Cn1ccc2c(N3c4ccccc4CCc4ccccc43)cc3c(c21)C1CCC3C1 (stereo not drawn)
  i, -1, -8, -1.5, 2.3, 21, ·, 0, -24, 21
- COc1ccc(CNC(=O)C(c2ccc(C)o2)N(C(=O)c2snc(C(N)=O)c2N)c2ccccc2OC)cc1 (stereo not drawn)
  i, 0, -11, -0.9, 3.4, -2, -3, -1, -5, 5
- COc1ccc(C2OCC3(CO2)SC(=O)NC3=O)cc1OC (stereo not drawn)
  i, 1, -1, 0.1, -1.2, 2, -5, -8, 1, 2
- N=c1n(CCN2CCCCC2)c2ccccc2n1CC(=O)c1cccs1
  i, -4, -4, -0.4, 5.7, -1, -12, -1, -12, -7
- COc1ccc(NC(=O)NCc2cccnc2)c(OC)c1
  i, -6, 7, -0.8, 0.1, 4, 4, -2, 12, -2
- CN(C)C(=O)C(Sc1ccc(S(=O)(=O)N2CCCC2)cn1)c1ccccc1 (stereo not drawn)
  i, 3, 4, -0.4, -2.1, 0, -5, -4, 30, -6
- CCCCOP(=O)(c1ccc(N(C)C)cc1)C(O)c1ccncc1 (stereo not drawn)
  i, 2, -2, -0.5, -2.0, 5, -1, 1, 10, 5
- COc1ccc(CN2CCN(C(=O)CC(C)C)CC2)cc1OC
  i, 0, 0, -0.3, -2.0, 0, -1, -1, -7, 7
- Cc1cc(Nc2nc3ccccc3nc2Cl)n(-c2ccc([N+](=O)[O-])cc2)n1
  i, 2, -10, -1.3, 0.8, 4, -4, 1, 8, -9
- O=C(NCc1ccccc1)c1ccc(NC2=NC3CS(=O)(=O)CC3S2)cc1 (stereo not drawn)
  i, 1, -2, 0.3, -2.5, 3, -5, 1, -119, -5

Part of the list above, as tab-separated lines.
structure	Rpn11 inh	STEP block	SUMO1 PPI mod	Tb MetRS inh	LMPTP inh	DNMT1 inh	Scp-1 inhibitor	CSN inh	MLLE-PAM2 inh	NadD inh
Cn1ccc2c(N3c4ccccc4CCc4ccccc43)cc3c(c21)C1CCC3C1 (stereo not drawn)	i	-1	-8	-1.5	2.3	21	·	0	-24	21
COc1ccc(CNC(=O)C(c2ccc(C)o2)N(C(=O)c2snc(C(N)=O)c2N)c2ccccc2OC)cc1 (stereo not drawn)	i	0	-11	-0.9	3.4	-2	-3	-1	-5	5
COc1ccc(C2OCC3(CO2)SC(=O)NC3=O)cc1OC (stereo not drawn)	i	1	-1	0.1	-1.2	2	-5	-8	1	2
N=c1n(CCN2CCCCC2)c2ccccc2n1CC(=O)c1cccs1	i	-4	-4	-0.4	5.7	-1	-12	-1	-12	-7
COc1ccc(NC(=O)NCc2cccnc2)c(OC)c1	i	-6	7	-0.8	0.1	4	4	-2	12	-2
CN(C)C(=O)C(Sc1ccc(S(=O)(=O)N2CCCC2)cn1)c1ccccc1 (stereo not drawn)	i	3	4	-0.4	-2.1	0	-5	-4	30	-6
CCCCOP(=O)(c1ccc(N(C)C)cc1)C(O)c1ccncc1 (stereo not drawn)	i	2	-2	-0.5	-2.0	5	-1	1	10	5
COc1ccc(CN2CCN(C(=O)CC(C)C)CC2)cc1OC	i	0	0	-0.3	-2.0	0	-1	-1	-7	7

(cont.)
Order of results – Rpn11 inh, STEP block, SUMO1 PPI mod, Tb MetRS inh, LMPTP inh, DNMT1 inh, Scp-1 inhibitor, CSN inh, MLLE-PAM2 inh, NadD inh
- N#CC1=C(N)Oc2n[nH]c(-c3ccncc3)c2C1c1ccsc1 (stereo not drawn)
  i, 1, -11, -1.0, -0.7, -8, 19, -1, 13, 0
- CC(=O)Nc1ccc(N2C(=O)CC(Sc3nc(C)cc(C)n3)C2=O)cc1 (stereo not drawn)
  i, -3, 4, -1.2, -2.2, -1, -3, -2, 12, 0
- Nc1ccc2c(c1Cl)C(=O)c1ccc(N)c(Cl)c1C2=O
  i, 99*, 109*, -0.6, 82*, 81*, 90*, 49, 28, 23
- COCCN(Cc1cc2cc(C)ccc2[nH]c1=O)S(=O)(=O)c1ccc(Cl)cc1
  i, 0, -9, -0.4, 0.0, 0, -4, 2, 3, -6
- CCOC(=O)N1CCN(c2ncc(C(F)(F)F)cc2Cl)CC1
  i, 0, 4, -1.4, 0.3, -8, 7, -1, 5, -2
- Cc1ccc(CSc2nnc(CCNC(=O)OC(C)(C)C)o2)cc1
  i, 3, 7, 0.3, -0.9, -6, 6, 111, -23, -7
- COc1cc2c(cc1OC)C(C(=O)NCc1ccco1)C1c3ccccc3CCN1C2=O (stereo not drawn)
  i, -6, -8, 0.2, -0.6, 1, -5, 0, 5, 5
- NC(=O)Nc1ccc(C(=O)OCC(=O)NCc2ccc3c(c2)OCO3)cc1
  i, 1, 3, -0.4, 0.9, 0, 8, 5, -11, -1
- CCN(CC)CCCNS(=O)(=O)c1ccc(OC)cc1
  i, 3, 0, -1.1, -7.1, 2, 6, -2, -1, -6
- CC(=O)c1c(C(C)=O)c(C)n(Cc2ccccc2)c1C
  i, -2, -1, -0.6, -1.6, 6, -3, 0, 2, 0
- CC(=O)N1CCN(C(=O)C(Cc2ccccc2)NC(=O)c2ccccc2)CC1 (stereo not drawn)
  i, 5, 18, 0.0, -0.9, 0, -11, 3, 14, -2
- CCCCSc1nnc(-c2ccc(NC(=O)CCc3ccccc3)cc2)n1C
  i, -1, 10, -0.9, -2.1, 5, 5, -4, -9, 8
- COc1cc(C2C(C#N)=C(N)Oc3cc(C)n(CCc4ccccc4)c(=O)c32)cc2c1OCO2 (stereo not drawn)
  i, -3, -8, 85*, 0.8, 6, -5, 3, -5, 4
- CCOc1ccc(NC(=O)c2cccc3c2C(=O)N(CC2CCCO2)C3)cc1 (stereo not drawn)
  i, 4, 5, 0.5, -1.0, 0, -4, -6, -5, -5
- CNC(=S)N1N=C(c2ccccc2)CC1c1ccc(OC)c(OC)c1 (stereo not drawn)
  i, -2, -8, -1.4, -0.5, -2, -1, -3, -45, -3

The listing continues:
Order of results – Rpn11 inh, STEP block, SUMO1 PPI mod, Tb MetRS inh, LMPTP inh, DNMT1 inh, Scp-1 inhibitor, CSN inh, MLLE-PAM2 inh, NadD inh
- O=C(c1cc(=O)c2ccccc2o1)N1CCN(c2cccc(Cl)c2)CC1
  i, -1, 5, -0.1, -1.0, -5, -5, 3, -11, -8
- CC(=O)NC1(C(F)(F)F)C(=O)N(Cc2ccccc2)C2=C1C(=O)CC(C)(C)C2 (stereo not drawn)
  i, -1, -1, -0.8, -0.7, 7, -7, -4, 6, 13
- CCCCCN1C(=O)Cn2c(nc3ccccc3c2=O)C1C (stereo not drawn)
  i, -1, 2, 0.0, 0.0, 2, 3, 4, -8, -1
- CC(C)Cc1nc2sc3c(=O)[nH]cnc3c2c2c1CCCC2
  i, 1, 1, -0.8, 0.0, -1, -7, -21, 6, -2
- CCc1n[n+](CC(=O)c2ccccc2)c(N)s1
  i, -2, 1, -0.9, -0.7, 6, -10, 9, 2, 1
- CCOC(=O)c1ccc(NC(=O)Nn2cnnc2)cc1
  i, -2, 1, -0.3, -2.3, 1, -4, 3, -2, -2
- O=c1c(Cl)c(N/N=C/c2ccc(Br)cc2)cnn1-c1ccccc1
  +, 2, -2, -0.5, 52*, 90*, 59*, 19, -1, 4
- CN(C)S(=O)(=O)c1cccc(NC(=O)COc2ccccc2C(=O)Nc2ccccc2)c1
  i, -2, 24, 0.2, 2.4, -7, ·, 3, 8, -2
- Cn1c(=O)n(C)c2cc(/C=C3/SC(=O)N(CC(=O)N4CCOCC4)C3=O)ccc21
  i, -1, -23, -0.2, -0.6, -2, -6, -2, 12, -4
- C=CCSc1nnc(NC(=O)c2ccc(Cl)nc2)s1
  i, -3, 1, 0.2, -0.1, 2, -4, -3, -3, 5
- CCc1cc(C(=O)OCC(=O)N2CCC(c3ccccc3)=N2)sc1C
  i, 5, 2, 0.7, 6.2, 3, -8, -1, -21, 1
- O=C(NCc1ccccc1)c1c[nH]c2ccc(F)cc2c1=O
  i, -1, 5, 4.6, -0.1, 0, -2, -2, -13, -4
- O=C(OCC(=O)N1CCOCC1)c1ccc2ccccc2c1O
  i, -3, -12, -0.2, -0.7, -1, -10, -1, -2, -3
- COc1ccc(OC)c(NC(=O)c2cc(S(=O)(=O)N3CCCCC3)c[nH]2)c1
  i, 7, 3, -0.5, -0.1, -8, -7, 5, -1, -1
- Cc1cc(C)nc(/N=c2/ssnc2Cl)c1
  i, 5, 20, -1.2, 79*, -14, -4, 7, -8, 9
- CCOC(=O)CCNc1n[nH]c(=O)[nH]c1=O
  i, -2, 2, -0.5, -1.4, -2, -15, 4, 10, 0

Rows are unselected, and some 3.6% of all compounds hit somewhere here.
